hIAP activ = human IAP activation | P09923 | purified human IAP, CDP-Star luminescence, 30 min; stronger effect = higher value; 1 = vehicle-only enzyme, 0 = enzyme-free background | activation factor at 10 µM | 330,000 compounds, 0.16% hits;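 active means activation factor of the enzyme at least 2-fold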; further: the source names both 10 and 20 µM as test concentration; values of inactives mirror those of a sister screen read the other way
Target sequence (P09923 whole entry, looked up): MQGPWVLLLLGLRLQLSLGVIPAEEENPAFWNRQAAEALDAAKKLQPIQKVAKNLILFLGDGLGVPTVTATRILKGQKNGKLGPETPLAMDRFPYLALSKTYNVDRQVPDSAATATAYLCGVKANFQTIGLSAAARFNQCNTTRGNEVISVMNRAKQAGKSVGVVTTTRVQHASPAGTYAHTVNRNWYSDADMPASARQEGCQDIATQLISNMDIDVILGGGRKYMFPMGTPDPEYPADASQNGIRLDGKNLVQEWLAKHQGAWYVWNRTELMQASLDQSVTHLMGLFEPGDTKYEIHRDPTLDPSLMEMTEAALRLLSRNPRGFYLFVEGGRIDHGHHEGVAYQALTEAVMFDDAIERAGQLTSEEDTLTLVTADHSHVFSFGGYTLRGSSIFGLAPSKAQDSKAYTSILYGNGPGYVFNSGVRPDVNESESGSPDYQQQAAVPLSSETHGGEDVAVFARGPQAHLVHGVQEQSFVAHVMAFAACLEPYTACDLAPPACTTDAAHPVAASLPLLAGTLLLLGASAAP
MPTP block = inhibitors of mitochondrial permeability transition pore | isolated mouse mitochondria, Ca2+ swelling absorbance, 30 min | inhibition, % at 10 µM | 360,000 compounds, 1.4% hits | AID 602449;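 active means inhibition of 50% or more, scaled per plate between neutral and stimulator controls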;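 further: 0% = DMSO wells given calcium and 100% = 1 mM EGTA wells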
GRIN3A LBD mod = modulators (binders) of human NR3A ligand-binding domain; AID 1259313; Tm shift relative to glycine control, % at 25 µM; NR3A LBD differential scanning fluorimetry, Tm shift; 0% = protein alone, 100% = glycine-bound protein; 340,000 compounds, 2.5% hits;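 active means melting temperature shift of at least 10% of the positive control shift, at one fixed dose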
SENP8 block = blocks human SENP8 cleavage of Nedd8 substrate; AID 602440; inhibition, % at 20 µM; 360,000 compounds, 0.64% hits; recombinant SENP8, Nedd8 substrate fluorescence; in the data active means inhibition mostly above about 40%, no sharp cut-off; inactive means mostly below about 27%
Target sequence (Q96LD8 whole entry, looked up): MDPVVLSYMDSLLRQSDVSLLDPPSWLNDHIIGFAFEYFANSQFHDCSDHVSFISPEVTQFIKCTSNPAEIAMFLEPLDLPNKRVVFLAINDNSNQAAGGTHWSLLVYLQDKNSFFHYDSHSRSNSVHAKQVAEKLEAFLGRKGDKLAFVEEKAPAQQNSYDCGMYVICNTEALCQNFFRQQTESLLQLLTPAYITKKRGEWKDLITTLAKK
ATG4B inh = blocks human ATG4B protease cleavage of LC3 substrate; ATG4B cleavage of LC3-PLA2, NBD-HPC fluorescence, 1 h; 340,000 compounds, 0.51% hits; Q9Y4P1; inhibition, % at 8.33 µM; in the data active means inhibition above about 40%
SENP1 inh = blocks the human SENP1 SUMO protease catalytic domain; Q9P0U3; recombinant SENP1 catalytic domain, CyPet-SUMO1-YPet FRET cleavage; inhibition, % at 10 µM; 360,000 compounds, 0.21% hits; AID 624204;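 active means inhibition at least 30% at 10 µM, raw YFP signal under a set limit, fluorescence ratio 0.5 to 1.5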;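 further: 0% = enzyme with DMSO and 100% = no enzyme wells; some results filed as inactive read as strong as hits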
Target sequence (Q9P0U3 419-644 limits assumed): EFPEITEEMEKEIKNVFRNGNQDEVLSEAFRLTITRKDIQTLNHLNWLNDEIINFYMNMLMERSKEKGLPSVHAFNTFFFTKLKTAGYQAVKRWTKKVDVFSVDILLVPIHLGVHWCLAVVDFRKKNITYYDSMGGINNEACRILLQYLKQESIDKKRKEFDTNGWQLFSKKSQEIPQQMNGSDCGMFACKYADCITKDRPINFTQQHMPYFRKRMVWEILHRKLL
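Compound: 10 µM single point, 0.5% DMSO; Test system: hSENP1 catalytic domain, recombinant; Timing: 50 min reaction at room temperature; Technique: FRET, CFP and YFP emission; Control set: no-enzyme wells low, DMSO-plus-enzyme wells high control.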
SENP6 block = SENP6 protease inhibition; Recombinant SENP6 catalytic domain, aminoluciferin luminescence; inhibition, % at 10 µM; 330,000 compounds, 1.8% hits;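 active means inhibition above about 50% at the single tested dose, limit read from the data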;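 further: plate controls were DMSO wells with enzyme for no effect and DMSO wells lacking enzyme for full effect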
PfGluPho inh = PfG6PD (Plasmodium falciparum) enzyme inhibition; AID 504690; inhibition, % at 20 µM; 350,000 compounds, 0.78% hits; PfGluPho enzyme, NADPH resazurin-diaphorase fluorescence;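 active means inhibition reaching at least a set limit at 20 µM in the primary screen, cut at about 59% in these data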;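 further: 0% = DMSO wells with substrate and 100% = DMSO wells lacking glucose-6-phosphate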
Starred values were filed as active, the others as inactive; / = not tested or not shown.

SMILES	hIAP activ	MPTP block	GRIN3A LBD mod	SENP8 block	ATG4B inh	SENP1 inh	SENP6 block	PfGluPho inh
CCN(CC(=O)NCc1cccs1)C(=O)Cc1ccc(C)c(C)c1	1.14	-0.3	-1.6	-0.8	-9.0	-3.6	-23.8	-1.4
O=C(Nc1ccc(S(=O)(=O)NCc2ccccc2)cc1)C1CCCCC1	1.03	1.8	-3.8	8.1	-0.6	3.1	-6.0	-12.0
Cc1n[nH]c(C)c1S(=O)(=O)N1CCN(S(=O)(=O)c2ccccc2C#N)CC1	0.967	-0.2	-2.2	8.8	9.2	-0.5	-18.7	-11.3
O=C(COC(=O)c1ccc(F)cc1F)NCc1ccc2c(c1)OCO2	0.956	-1.1	-1.0	8.0	1.1	1.4	-0.1	12.8
Cc1cc(C)c(S(=O)(=O)N2CCCOC2CNC(=O)C(=O)NCc2ccco2)c(C)c1 (configuration not stated)	1.01	1.8	-1.0	11.7	-11.5	2.5	-11.8	4.7
CCOc1ccc(NC(=O)c2ccco2)cc1	0.889	0.3	8.4	8.5	-7.8	1.0	18.7	5.1
O=S(=O)(NCCn1ccc2ccccc21)c1ccccc1	1.02	0.0	2.2	11.5	-5.6	0.8	-22.3	14.1
O=C(O/N=C1\CCCc2ccccc21)c1cccs1	1.17	-1.5	0.1	4.9	31.1	3.7	88.2*	14.4
CCOC(=O)c1cc(C)sc1/N=C/C1=C(O)CCCC1=O	0.953	1.2	-16.2	-10.0	5.8	-37.7	3.9	-2.9
COc1cccc(C2NC(=O)NC(C)=C2C(=O)Nc2cccc(C)c2C)c1 (configuration not stated)	0.965	-4.5	0.0	14.4	-5.7	2.6	-1.4	-12.6
COc1ccc2oc(=O)c(C(=O)Nc3ccccc3C)cc2c1	1.03	0.0	-2.5	-12.3	1.8	-53.4	64.9*	6.8
CCOC(=O)CN1C(=N)N(c2nc(NC(C)C)nc(NC(C)C)n2)CC1=O	1.16	0.6	-13.7	5.1	-10.7	2.6	-40.0	-2.0
O=C(COC(=O)c1cccc(O)c1)NC(=O)Cc1ccccc1	1.1	-1.5	-0.5	-5.0	-9.9	1.5	-11.6	-5.1
CC(C(=O)Nc1ccc(S(=O)(=O)N2CCCC2)cc1)N(C)Cc1ccc(F)cc1 (configuration not stated)	1.02	0.1	-1.6	1.4	-7.2	0.7	-8.3	-132.0
NNC(=O)c1cnn(-c2ccccc2)c1-n1cccc1	0.917	0.4	-2.7	10.1	5.0	0.5	11.3	17.7
CC(=O)c1cccc(-n2nnnc2SCC(=O)Nc2cccc(NC(=O)c3ccco3)c2)c1	0.938	-4.6	-5.8	18.4	-10.1	2.4	-3.8	3.0
COC(=O)c1ccc(OCC2NCCc3cc(OC)c(OC)cc32)cc1 (configuration not stated)	1.42	0.5	-0.8	-133.0	-2.7	11.8	3.6	1.1
CC(=O)c1ccc(N2CCN(C(=O)c3ccc4ccccc4n3)CC2)cc1	0.891	-0.8	5.3	-6.4	0.5	1.0	9.0	2.5
COc1cc(NC(=O)CSc2nnc3n2C(C)(C)Cc2ccccc2-3)cc(OC)c1	0.923	3.9	1.6	13.9	-7.0	3.2	-10.4	-8.6
O=C1CC(c2ccccc2)CC(=O)C1Sc1ccc(Cl)cc1 (configuration not stated)	1.09	2.4	14.8*	4.8	-3.4	-1.3	-15.3	-0.1

Of the compounds above, three have a furan ring, fused or not.
SMILES	hIAP activ	MPTP block	GRIN3A LBD mod	SENP8 block	ATG4B inh	SENP1 inh	SENP6 block	PfGluPho inh
Cc1cc(C)c(S(=O)(=O)N2CCCOC2CNC(=O)C(=O)NCc2ccco2)c(C)c1 (configuration not stated)	1.01	1.8	-1.0	11.7	-11.5	2.5	-11.8	4.7
CCOc1ccc(NC(=O)c2ccco2)cc1	0.889	0.3	8.4	8.5	-7.8	1.0	18.7	5.1
CC(=O)c1cccc(-n2nnnc2SCC(=O)Nc2cccc(NC(=O)c3ccco3)c2)c1	0.938	-4.6	-5.8	18.4	-10.1	2.4	-3.8	3.0

The listing continues.
SMILES	hIAP activ	MPTP block	GRIN3A LBD mod	SENP8 block	ATG4B inh	SENP1 inh	SENP6 block	PfGluPho inh
NC(=O)/C=C/C(=O)Nc1ccc(Cl)cc1	0.954	0.9	-0.4	17.2	-10.7	1.1	-30.4	-0.8
c1cnc2c(Oc3ncnc4sccc34)cccc2c1	1	-1.8	-0.7	0.9	-2.6	-0.7	3.6	-5.6
COCCN(CCOC)C(=O)CSc1ccc(S(=O)(=O)N2CCN(C)CC2)cn1	0.999	-0.6	3.1	5.9	-0.2	-3.4	-10.3	4.0
COc1cc(C(=O)N=c2sc3ccccc3n2C)cc(OC)c1OC	0.914	-0.1	-0.8	-401.0	-15.6	3.2	-21.6	2.9
O=C(c1cccnc1)N1N=C(C2CC2)CC1(O)C(F)(F)F (configuration not stated)	1.18	0.6	-0.9	17.7	-4.9	1.1	-18.8	-1.3
Nc1ccc2c(c1)C(=O)c1ccc(Br)cc1-2	/	2.5	25.7*	13.4	-4.0	-1.2	/	16.1
CC(NC(=O)Cn1cccc1)c1ccccc1 (configuration not stated)	1.11	-1.1	-2.5	2.0	-6.0	-0.7	-18.1	3.7
Cc1cc2nc3n(c2cc1C)CC1CC(C(=O)NCCC(C)C)N(C)C31 (configuration not stated)	1.02	0.4	-0.8	-25.2	-12.7	-3.2	-2.4	-4.6
COc1cccc(NC(=O)C2CC(=O)N/C(=N/NC(=O)c3ccc(C)cc3)S2)c1 (configuration not stated)	1.54	0.5	1.7	10.2	-6.6	2.7	-31.3	-17.9
O=C(NCc1ccccc1)c1cccc(OCC(=O)N2CCN(C(=O)c3ccco3)CC2)c1	0.846	3.8	1.2	9.9	-5.0	-3.8	3.6	21.9
Cc1cc(N)n(-c2ncnc3scc(-c4ccccc4)c23)n1	0.955	-1.1	-1.7	10.1	6.2	1.1	-5.8	-3.3
COc1cc(C(c2sc3ncnn3c2O)N2CCN(c3ccccc3F)CC2)cc(OC)c1OC (configuration not stated)	1.04	0.4	0.1	15.7	-4.1	0.6	-0.3	-14.5
COc1ccc(C2=CSC3=NCCN23)cc1OC	1.06	-0.2	-0.7	11.8	-0.3	0.2	2.0	-2.9
COC(=O)[C@@H](NC(=O)N1CCN(C(=O)C2COc3ccccc3O2)CC1)C(C)C (some centres not stated)	1.12	-2.3	0.4	2.7	-9.9	1.0	-12.7	5.3
OCCN1CCN(c2ncnc3c2sc2nc(N4CCOCC4)c4c(c23)CCC4)CC1	1.01	-1.0	-0.8	-338.9	-10.6	-96.4	9.2	34.0
COc1ccccc1NC(=O)COC(=O)C12CC3CC(CC(Cl)(C3)C1)C2	1.07	-2.7	1.8	-5.8	-1.4	0.8	-10.3	13.1
COc1ccc(N2CCN(C(=O)c3ccc4c(c3)NC(=O)C(CSCc3ccccc3F)N4)CC2)cc1 (configuration not stated)	/	-0.6	/	31.7	/	33.0*	/	5.4
O=C(NCc1ccccc1)c1ccc(CSc2ccccc2)o1	0.895	-2.4	1.4	2.6	-20.4	1.0	-1.5	9.9
O=C(COc1ccccc1)NCc1ccccc1	0.965	0.8	-2.2	10.1	-0.6	2.3	-22.2	-9.5
CCn1nc(CC(=O)O)c2ccccc2c1=O	0.961	-2.1	-0.8	1.4	-0.1	-1.6	-2.0	-5.3

Compounds above with two or more sulfur atoms (two):
SMILES	hIAP activ	MPTP block	GRIN3A LBD mod	SENP8 block	ATG4B inh	SENP1 inh	SENP6 block	PfGluPho inh
Cc1n[nH]c(C)c1S(=O)(=O)N1CCN(S(=O)(=O)c2ccccc2C#N)CC1	0.967	-0.2	-2.2	8.8	9.2	-0.5	-18.7	-11.3
COCCN(CCOC)C(=O)CSc1ccc(S(=O)(=O)N2CCN(C)CC2)cn1	0.999	-0.6	3.1	5.9	-0.2	-3.4	-10.3	4.0

More compounds:
SMILES	hIAP activ	MPTP block	GRIN3A LBD mod	SENP8 block	ATG4B inh	SENP1 inh	SENP6 block	PfGluPho inh
CCCOc1ccc(N2C(=O)CC(N3CCN(CCN=CC4=C(O)CC(C)(C)CC4=O)CC3)C2=O)cc1 (configuration not stated)	1.21	-0.1	-1.6	30.8	-8.4	2.7	-1.5	8.8
CCc1ccccc1NC(=O)Cn1nnc(-c2cccnc2)n1	0.942	-1.3	0.9	1.4	4.4	-0.4	-5.4	-12.2
Nc1nonc1-c1noc(N2CCOCC2)n1	1.2	0.1	-7.3	16.0	1.6	-0.1	-1.4	-3.5
CC1(C)C(=O)C2(CCCCC2)C(=O)OC1c1cccc([N+](=O)[O-])c1 (configuration not stated)	1.04	1.7	0.1	7.4	-2.0	1.5	1.5	-2.6
C/C(CC(=O)Nc1cccc(Cl)c1Cl)=N\NC(=O)c1ccccc1Br	1.12	1.1	-2.9	13.6	-2.0	-1.4	8.7	-1.6
Cc1ccc(S(=O)(=O)CC(=O)c2ccc3c(c2)OCCO3)cc1	0.874	-0.3	-0.7	-19.5	3.0	1.0	3.5	-7.3
O=C(CSc1nnc2scc(-c3ccccc3)n12)NCc1ccc2c(c1)OCO2	0.945	2.1	-0.6	15.7	-10.4	0.1	-10.1	-11.6
Cn1c(Cc2ccccc2)nnc1SCC(=O)c1cccs1	0.914	-4.5	-3.5	40.5*	-3.2	1.1	18.5	-9.7
Cc1cccnc1NC(=O)CNC(=O)C12CC3CC(CC(C3)C1)C2	1.02	-0.3	0.8	-0.3	-2.2	-0.2	-2.1	8.7
CCCC(CCC)C(=O)NC1CCN(Cc2ccccc2)CC1	1.12	-0.7	1.1	9.6	-8.4	-0.8	-2.1	1.5
OC(CNCCc1ccc(Cl)cc1)COc1cc(Cl)ccc1Cl (configuration not stated)	1.05	9.7	-4.4	26.9	-15.5	3.5	3.4	8.8
CC1CCc2cc(F)ccc2N1C(=O)c1cc2nc(-c3ccco3)cc(C(F)(F)F)n2n1 (configuration not stated)	1.12	-1.5	8.1	-203.0	-3.6	-74.9	-20.6	5.1
O=C(CP(=O)(c1ccccc1)c1ccccc1)N/N=C/c1cc(Br)cc(Br)c1O	1.72	-6.1	-8.1	-366.9	-0.5	-25.8	-15.2	-39.7
COc1ccccc1N(C(=O)c1ccco1)C(C(=O)NC1CCCC1)c1cccs1 (configuration not stated)	1.04	-1.8	-0.3	8.0	3.1	2.7	-30.1	-0.1
CCOC(=O)c1ccc(N2C(=O)c3n[nH]c(-c4ccco4)c3C2c2cccc([N+](=O)[O-])c2)cc1 (configuration not stated)	1.27	-16.9	23.5*	17.5	-14.0	1.1	-23.0	11.5
O=C1c2cccc3cccc(c23)C(=O)N1CCCn1ccnc1	1.21	3.3	-0.4	-157.5	-14.8	1.6	1.8	-1.2
Cc1ccc(N2C(=O)N3[C@H](c4ccc(F)cc4)[C@@H]4C(=O)N(C5CCCCC5)C(=O)[C@@H]4[C@]3(C)C2=O)cc1	1.05	-0.4	-6.1	5.0	-1.0	0.4	10.1	7.2
O=C(NNC(=O)c1ccc2[nH]c(=O)c(=O)[nH]c2c1)c1cccc(Br)c1	1.64	-1.1	-9.9	-144.0	1.6	-3.7	6.9	2.9
CN(C)c1ccc(S(=O)(=O)N2CCCCC2)cc1NC(=O)C1=NN(c2ccccc2)C(=O)CC1	0.828	-0.9	-1.5	20.5	-6.1	3.6	5.0	3.9
Cc1ccc(S(=O)(=O)N2CCOCC2)cc1C(=O)Nc1ccc(S(=O)(=O)Nc2nccs2)cc1	0.929	0.1	-0.5	16.8	-4.8	-3.7	-6.3	-2.9
Cc1cc(C)c(S(=O)(=O)NCC(=O)NCc2ccco2)c(C)c1	1.09	0.0	-0.5	10.0	-5.1	2.5	-4.0	6.3
COc1cccc(NC(=O)C(C)OC(=O)c2n[nH]c3ccccc23)c1 (configuration not stated)	0.978	-0.7	-3.7	0.2	3.9	1.2	-10.3	15.3
CC(C)(C)CC(=O)Nc1nnc(SCC(=O)N2CCCCC2)s1	0.817	-0.9	1.3	2.7	-3.3	0.9	-20.0	15.2
Cc1oc(-c2ccccc2)nc1CC(=O)O	1	-2.3	0.4	1.4	-9.3	0.9	-22.6	-9.7

Bioassay records: PubChem BioAssay, Sanford-Burnham Center for Chemical Genomics
